# mIAP activ: activators of mouse IAP, primary screen, biochemical, luminescence, uHTS; muIAP, CDP-Star luminescence, 30 min; active compounds read high; 1 = vehicle-only enzyme signal, 0 = enzyme-free wells; intestinal alkaline phosphatase [Mus musculus]; AID 2805, 2010; 330,000 compounds, 0.24% hits; activation factor at 10 µM;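 active = activation factor of at least 2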; also: the source names both 10 and 20 µM as test concentration; values of inactives mirror those of a sister screen read the other way
#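 System: mouse IAP enzyme. Reagent: CDP-Star chemiluminescent phosphatase substrate. Benchmarks: DMSO wells, no-enzyme wells. Times: 30 min enzyme-substrate-compound incubation at room temperature. Detection: luminescence from enzymatic CDP-Star hydrolysis. Doses: test compounds delivered from DMSO solution.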
# GRIN3A LBD mod: binders of NR3A ligand-binding domain, primary screen, biophysical, differential scanning fluorimetry, uHTS | NR3A LBD differential scanning fluorimetry, Tm shift; 0% = protein alone, 100% = glycine-bound protein | 340,000 compounds, 2.5% hits | Glutamate receptor ionotropic, NMDA 3A (GRIN3A) ligand-binding domain | Tm shift relative to glycine control, % at 25 µM | AID 1259313, 2017;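 active = melting temperature shift of at least 10% of the positive control shift, at one fixed dose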
# hIAP inh: human IAP inhibitors, primary screen, biochemical, luminescence, uHTS; Intestinal-type alkaline phosphatase (Homo sapiens), P09923; purified IAP, CDP-Star luminescence, 30 min; inhibition, % at 10 µM; 330,000 compounds, 0.12% hits;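 active = inhibition reaching a set limit with compound at 10 µM in the primary screen, cut at about 35% in these data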;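 also: plate controls were DMSO wells with enzyme for no effect and no-enzyme buffer wells for full effect; values of inactives mirror those of a sister screen read the other way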
# Target sequence (P09923 whole entry, looked up): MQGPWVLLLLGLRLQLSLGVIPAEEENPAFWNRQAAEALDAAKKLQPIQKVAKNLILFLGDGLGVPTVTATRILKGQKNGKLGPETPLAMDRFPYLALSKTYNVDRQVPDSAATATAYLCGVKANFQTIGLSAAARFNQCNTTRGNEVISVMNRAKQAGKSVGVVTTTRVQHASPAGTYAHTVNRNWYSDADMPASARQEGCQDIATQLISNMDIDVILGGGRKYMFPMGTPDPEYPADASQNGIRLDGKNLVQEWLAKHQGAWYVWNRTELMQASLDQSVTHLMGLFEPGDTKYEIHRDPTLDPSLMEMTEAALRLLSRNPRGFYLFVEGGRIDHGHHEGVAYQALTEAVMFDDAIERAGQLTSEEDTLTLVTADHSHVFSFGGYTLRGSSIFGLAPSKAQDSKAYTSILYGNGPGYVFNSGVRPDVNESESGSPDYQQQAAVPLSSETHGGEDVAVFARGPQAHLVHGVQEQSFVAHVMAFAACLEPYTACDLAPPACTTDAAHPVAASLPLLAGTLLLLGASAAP
# A3A deaminase: APOBEC3A ssDNA deaminase inhibitors, primary screen, selectivity assay for APOBEC3G inhibitor project, biochemical, FAM/TAMRA oligo cleavage fluorescence. inhibition, % at 20 µM. 330,000 compounds, 0.41% hits. DNA dC->dU-editing enzyme APOBEC-3A (Homo sapiens), P31941. AID 493011, 2011. recombinant A3A, FAM/TAMRA ssDNA deamination fluorescence;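 active = at least 40% inhibition at 20 µM here, with at most 30% in a related deaminase screen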;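 also: plate controls were A3A with DMSO for no effect and wells lacking A3A enzyme for full effect; some results filed as inactive read as strong as hits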
# Target sequence (P31941 whole entry, looked up): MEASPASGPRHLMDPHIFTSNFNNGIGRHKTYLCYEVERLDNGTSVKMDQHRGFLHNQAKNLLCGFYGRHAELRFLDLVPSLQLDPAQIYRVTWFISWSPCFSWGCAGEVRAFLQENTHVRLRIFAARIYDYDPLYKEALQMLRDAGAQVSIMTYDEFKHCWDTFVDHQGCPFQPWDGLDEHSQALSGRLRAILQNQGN
# beta cell repl: inducers of MIN6 beta-cell proliferation, primary screen, ATP luminescence, uHTS; 330,000 compounds, 0.29% hits; proliferation, % at 10 µM; MIN6 cells proliferation, ATPlite luminescence, 48 h; cells starved in 0.2% serum; 100% = growth in 10% serum;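 active = compounds whose signal lies at least 3.5 SD above the mean of all wells on their plate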;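 also: 0% = DMSO-treated cells in low-serum medium and 100% = 10% serum control; some compounds called inactive have numbers as strong as hits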
# A3G deaminase: APOBEC3G DNA deaminase inhibitors, primary screen, biochemical, fluorescence, single-stranded DNA substrate, uHTS | DNA dC->dU-editing enzyme APOBEC-3G (Homo sapiens), Q9HC16 | recombinant A3G, ssDNA deamination FAM/TAMRA fluorescence | inhibition, % at 20 µM | 330,000 compounds, 0.28% hits | AID 493012, 2011;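 active = inhibition of at least 40% at 20 µM, with no more than 30% in the related APOBEC3A deaminase screen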;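 also: plate controls were DMSO wells with A3G for no effect and wells lacking A3G enzyme for full effect; some compounds called inactive have numbers as strong as hits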
# hIAP act: human IAP activators, primary screen, biochemical, luminescence, uHTS; 330,000 compounds, 0.16% hits; activation factor at 10 µM; purified human IAP, CDP-Star luminescence, 30 min; active compounds read high; 1 = vehicle-only enzyme, 0 = enzyme-free background; Intestinal-type alkaline phosphatase (Homo sapiens), P09923; AID 2524, 2010;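 active = activation factor of the enzyme at least 2-fold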; also: the source names both 10 and 20 µM as test concentration; values of inactives mirror those of a sister screen read the other way
# mIAP block: inhibitors of mouse IAP, primary screen, biochemical, luminescence, uHTS; purified mouse IAP, CDP-Star luminescence, 30 min; inhibition, % at 10 µM; 330,000 compounds, 0.2% hits; AID 2806, 2010;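 active = inhibition of at least 40% at 10 µM in the primary screen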;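 also: plate controls were DMSO with enzyme for no effect and no enzyme wells for full effect; values of inactives mirror those of a sister screen read the other way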
# MPTP block: mitochondrial permeability transition pore inhibitors, primary screen, biochemical, isolated mouse mitochondria, absorbance. Ca2+ swelling absorbance, 30 min. inhibition, % at 10 µM. 360,000 compounds, 1.4% hits. AID 602449, 2012;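 active = inhibition of 50% or more, scaled per plate between neutral and stimulator controls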;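 also: 0% = DMSO wells given calcium and 100% = 1 mM EGTA wells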
# An asterisk follows results filed as active; . = not tested or not shown.
Structure	hIAP inh	beta cell repl	MPTP block	GRIN3A LBD mod	A3A deaminase	mIAP activ	A3G deaminase	mIAP block	hIAP act
Cc1ccc(-c2nc(N/N=C/c3ccccc3[N+](=O)[O-])c3ccccc3n2)cc1	6.0	-4.9	4.9	-9.8	-0.9	0.798	-3.6	20.2	0.94
CC(C(=O)Nc1ccc([N+](=O)[O-])cc1)N1CCN(C/C=C/c2ccccc2)CC1 (stereo unspecified)	3.1	0.8	-0.7	-0.1	1.5	0.897	1.4	10.3	0.969
COc1cccc(NC(=S)NN2CCN(C)CC2)c1	-5.0	-2.8	-1.6	12.2*	-3.1	1.07	-2.6	-7.0	1.05
c1ccc(COc2ccccc2CNC23CC4CC(CC(C4)C2)C3)cc1	-3.7	-5.9	10.7	0.4	-3.2	1.04	-6.0	-4.5	1.04
O=C(c1ccccc1F)N(Cc1ccc2c(c1)OCO2)Cc1cc2cc3c(cc2n2nnnc12)OCO3	20.5	3.7	-1.5	-1.6	-0.6	0.907	0.3	9.3	0.795
COc1c(/C=N/NC(N)=S)c(C)nn1-c1ccccc1	4.4	-1.6	-0.2	-2.7	-1.8	0.954	-2.2	4.6	0.956
C[C@H](CO)N1C[C@H](C)[C@@H](CN(C)C(=O)Nc2ccccc2)Oc2c(cccc2N(C)C)C1=O	1.5	0.0	0.5	-2.8	-6.2	0.912	-6.9	8.8	0.985
COCC(C)N1CCC(n2nccc2NC(=O)c2ccc3c(c2)OCO3)CC1 (stereo unspecified)	-5.3	2.7	-0.7	2.2	-0.6	0.941	-3.0	5.9	1.05
CC1CCCN(S(=O)(=O)c2ccc(NC(=O)[C@@H]3CCCN3C(=O)c3cccs3)cc2)C1 (stereo partly specified)	-28.0	-0.8	-1.3	-5.7	19.6	1.11	2.7	-10.9	1.28
CCCn1nnnc1NCc1cccc(OC)c1OC	-5.9	-1.0	0.2	-0.1	-4.0	0.904	-6.4	9.6	1.06
CCOc1ccc(-c2cc(C(=O)O)c3ccccc3n2)cc1	-3.4	-5.9	0.5	-1.0	-1.9	1.01	-2.7	-0.8	1.03
CN(C)S(=O)(=O)c1ccc(Cl)c(C(=O)NCc2ccco2)c1	-2.5	-4.6	-1.3	-3.3	3.6	1.02	1.3	-1.9	1.02
CCCn1c(SCC(=O)c2cc(OC)ccc2OC)nnc1C(C)C	-6.0	0.0	0.3	0.2	4.8	0.907	-10.0	9.3	1.06
CNC(=S)N/N=C/c1cccc(OCc2ccccc2F)c1	15.6	0.0	69.6*	-17.4	-2.5	0.959	-6.5	4.1	0.844
CCn1c(=O)n(CC)c2cc(S(=O)(=O)Nc3c(C)cccc3C)ccc21	-13.8	-1.0	-0.4	-2.0	1.4	0.984	-3.4	1.6	1.14
COc1ccc(NC(=O)Nc2ccc(C(C)C)cc2)cc1	-11.4	2.4	0.2	-6.1	-2.3	1.24	-9.0	-23.5	1.11
Cc1cccc2c(=O)cc(C)n(CC(=O)N3CCOCC3)c12	-6.2	0.8	-0.8	0.4	1.3	1.06	3.8	-6.1	1.06
Cc1ccc(C2=C(CC(=O)O)C(=O)CC2)cc1	13.1	-0.2	1.4	-1.2	2.0	1.1	3.2	-9.6	0.869
CCOC(=O)c1cccc(NC(=O)Cn2cc3c(n2)CCC(C)C3)c1 (stereo unspecified)	-2.4	-2.3	-1.8	3.2	1.9	1.15	46.9*	-14.9	1.02
CCO[C@H]1OC(C(N)=O)=C[C@@H](C2CC2)[C@@H]1CCCO	22.3	8.2	.	-1.8	-2.8	0.965	-13.6	3.5	0.777

# Continuation.
Structure	hIAP inh	beta cell repl	MPTP block	GRIN3A LBD mod	A3A deaminase	mIAP activ	A3G deaminase	mIAP block	hIAP act
CSCCC(NC(=O)c1ccc([N+](=O)[O-])cc1Cl)C(=O)OC(C)C(=O)NCc1ccco1 (stereo unspecified)	-7.5	-1.1	-1.1	-0.5	1.8	1.06	8.0	-6.1	1.07
CN(C)S(=O)(=O)NCC1CCCN(Cc2ccc(-c3ccccc3)cc2)C1 (stereo unspecified)	20.9	-1.6	0.3	0.2	-1.9	0.968	14.9	3.2	0.791
CCN(C(=O)COC(=O)c1ccccc1O)c1nc2ccccc2s1	-6.7	0.7	-0.8	0.9	-2.4	1.04	-6.5	-4.3	1.07
Clc1cccc(CNCCCSc2ncccn2)c1	9.4	-2.4	0.1	-1.5	-3.8	1.02	-8.5	-2.2	0.906
COc1ccccc1/C=C/C=N/NC(=O)CN1CCN(Cc2ccccc2)CC1	-14.0	-1.7	-0.2	-0.9	-2.2	0.977	-1.9	2.3	1.14
Cc1ccnc(NC(=O)CCC(=O)N(CC(=O)NC2CCCCC2)Cc2ccccc2)c1	2.5	2.8	6.3	0.8	-0.8	1.03	-2.5	-3.2	0.975
CCOc1cc(C2NC(=O)NC(C)=C2C(=O)OCC2CCCCC2)ccc1O (stereo unspecified)	4.4	-3.6	1.6	0.7	-1.6	1.08	-5.4	-8.4	0.956
COCCn1c(=N)c(C(=O)NCc2ccco2)cc2c(=O)n3cc(C)ccc3nc21	4.7	-2.2	-1.2	-0.1	6.0	1.15	6.3	-14.9	0.953
Cc1c(C(N)=O)sc(N)c1C(=O)OC(C)C	12.8	-1.1	-0.7	-2.5	1.6	1.01	1.7	-0.8	0.871
CCC(CO)Nc1nc(CN2CCCCC2)nc2scc(-c3ccccc3)c12 (stereo unspecified)	1.4	-2.2	0.6	-0.8	2.4	0.956	-2.2	4.4	0.986
O=C(O)Cc1ccc(C(=O)c2ccccc2)s1	-7.7	-0.6	-2.1	-1.8	-2.5	0.9	-3.3	10.0	1.08
COCC(C)n1c(SCC(=O)N2CCCCC2)nc2ccccc2c1=O (stereo unspecified)	7.5	-1.4	0.5	3.5	2.5	1.02	1.7	-1.9	0.925
C/C(O)=C(\C#N)c1nnc2n1CCCCC2	2.6	-1.9	-0.4	2.1	0.1	1.03	-2.1	-3.3	0.974
CCn1nc(CC(=O)Nc2ccc(-n3cnnn3)c(OC)c2)c2ccccc2c1=O	-14.5	-2.8	0.0	-0.2	-6.4	1.11	-5.6	-10.8	1.15
COc1ccc(NS(=O)(=O)c2ccc(C)c(C(=O)NCc3cccnc3)c2)cc1	-25.1	1.5	0.6	-1.0	-2.5	0.938	-4.3	6.2	1.25
CN(C(=O)CCNC(=O)Cn1cnc2ccccc2c1=O)c1ccc(F)cc1	5.2	-2.9	0.0	-4.6	-2.5	0.895	-8.1	10.5	0.948
COc1ccc(-n2c(SCC(=O)NCCCN3CCCC3=O)nnc2C(C)N2CCCCC2)cc1 (stereo unspecified)	-24.4	-5.2	-0.3	5.1	-2.7	0.981	-1.9	1.9	1.24
Cc1ccccc1N1CCN(S(=O)(=O)c2ccccc2)CC1	-10.7	5.9	4.3	1.1	-1.3	0.94	-6.3	6.0	1.11
CN(C(=O)CNc1ccccc1Cl)C1CCS(=O)(=O)C1 (stereo unspecified)	0.0	-3.5	1.3	1.2	6.1	0.959	-7.1	4.1	1
Cc1ccc(NC(=O)Cn2c(=O)c3cccn3c3ccccc32)c(C)c1	-10.2	-2.5	-1.0	0.4	-4.2	0.894	-4.9	10.6	1.1

# More results:
Structure	hIAP inh	beta cell repl	MPTP block	GRIN3A LBD mod	A3A deaminase	mIAP activ	A3G deaminase	mIAP block	hIAP act
Cc1cccc(OCCCC(=O)Nc2ccc(N(C)C)cc2)c1	-12.0	-1.6	0.6	-3.7	-6.8	1.05	-0.9	-4.6	1.12
COc1ccccc1OCCNC(=O)c1ccco1	4.1	-1.2	0.1	-1.6	0.4	0.993	-2.6	0.7	0.959
Cc1c(C(=O)Nc2ccccc2[N+](=O)[O-])csc1-c1ccccc1	13.0	0.0	0.1	-0.6	2.4	0.907	-1.4	9.3	0.87
CCOC(=O)C1=NN(C(=O)c2ccccc2)C(O)(c2ccc(C)cc2)C1 (stereo unspecified)	-25.3	0.2	1.6	-2.8	-2.0	0.734	-4.6	26.6	1.25
COc1ccc(C(CC(=O)NCCCN2CCOCC2)NS(=O)(=O)c2ccc(C)cc2)cc1 (stereo unspecified)	8.9	-3.7	-4.3	-1.4	-2.8	0.942	-0.8	5.8	0.911
CCN(CC)CCOC(=O)c1ccccc1Br	-4.6	-1.6	-1.9	-0.1	-3.7	1.01	-6.4	-0.9	1.05
Cc1ccc(C)c(NS(=O)(=O)c2cc(C(=O)NCc3ccccn3)ccc2C)c1	-2.7	-2.2	0.2	-397.2	-5.2	0.787	0.2	21.3	1.03
Cc1ccsc1/C=N/NC(=O)Nc1ccccc1	12.1	-3.1	-0.8	0.3	-6.7	0.975	-19.7	2.5	0.879
c1ccc(Cc2nnc3sc(C4COc5ccccc5O4)nn23)cc1 (stereo unspecified)	11.5	0.2	-2.9	-0.1	6.8	0.9	2.4	10.0	0.885
O=C(Nc1ccc(C(=O)N2CCCC2)cc1)Nc1ccc(Cl)cc1Cl	-19.0	-1.1	-2.9	0.7	-0.1	1.39	-3.5	-39.3	1.19
O=C(COc1cccnc1[N+](=O)[O-])Nc1cc(Cl)ccc1Cl	-12.4	-0.1	-0.1	-3.4	-0.6	1.04	-5.7	-4.3	1.12
Cc1cc(=O)oc2cc(OCC(=O)NC3CCCC3)ccc12	11.5	-2.7	-1.8	-3.2	4.8	1.05	0.7	-5.5	0.885
Cc1ccc(S(=O)(=O)N2CCCCC2)cc1NC(=O)c1cc2ccccc2o1	-0.5	-2.6	-0.3	2.3	-1.8	0.999	-4.6	0.1	1
O=C(CCCn1c(=O)[nH]c2cc(Cl)ccc2c1=O)NCCC1=CCCCC1	-4.9	-1.4	2.9	0.2	2.6	1.04	1.7	-4.4	1.05
CCOc1ccc(C(=O)SC2=NCCS2)cc1	5.4	1.1	-0.3	-4.2	-2.7	1.01	-8.5	-1.3	0.946
CCCNc1c(NC(=O)c2cccs2)c(=O)oc2ccccc12	-2.2	-0.9	0.1	-1.1	-1.4	1.03	-3.2	-3.2	1.02
O=c1c2[nH]c3cccc(Cl)c3c2ncn1CCN1CCCCC1	-3.3	-0.8	0.3	0.5	2.7	1.07	-3.0	-7.3	1.03
O=C(CCS(=O)(=O)c1ccccc1)Nc1ccccc1N1CCOCC1	-6.1	-1.5	0.7	0.4	5.3	0.891	-9.7	10.9	1.06
CS(=O)(=O)N1CCc2cc(C(=O)N3CCN(c4ccccc4F)CC3)ccc21	2.9	-2.1	-1.6	4.1	2.1	0.971	4.3	2.9	0.971

# Screens from PubChem.
